# CF NFkB block – inhibitors of PAF-induced NF-kB signaling, primary screen, cell-based, GFP fluorescence, uHTS | KKLEB NF-kB-GFP reporter, GFP fluorescence overnight | inhibition, % at 5 µM | 360,000 compounds, 0.86% hits;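 active = at least 50% inhibition at 5 µM, scaled per plate between neutral and stimulator controls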;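 note: PAF is a Pseudomonas aeruginosa culture filtrate used as stimulus; plate controls were PAF-stimulated DMSO wells for no effect and unstimulated DMSO wells for full effect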
# Shn3 3UTR inh – reduction of Shn3 3'UTR firefly luciferase signal, primary screen, Schnurri-3 inhibitor project, cell-based, Clone20 osteoblasts, set 2; Clone20 osteoblast Shn3 3'UTR firefly luciferase, 24 h; inhibition, % at 12.5 µM; 360,000 compounds, 0.52% hits; AID 588674, 2011;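 active = mean inhibition of at least 75% with every replicate also reaching 75%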;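 note: 0% = median of neutral control wells and 100% = pilot-screen positive control compound; some compounds past the cut are filed as inactive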
# TWEAK Fn14 block – inhibitors of TWEAK-Fn14 signaling, primary screen, luciferase reporter cells, uHTS | TWEAK-stimulated Fn14 reporter cells, luciferase luminescence, 8 h | inhibition, % at 10 µM | 360,000 compounds, 2% hits | AID 1159606, 2016; in the data active = inhibition above about 50%
# NCOA1 inh – SRC1 coactivator transcriptional activity inhibitors, primary screen, cell-based, luminescence | AID 588354, 2011 | Nuclear receptor coactivator 1 (Homo sapiens), Q15788 | 360,000 compounds, 0.12% hits | inhibition, % at 3.6 µM | HEK293 GAL4-SRC1 luciferase reporter;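 active = inhibition above the campaign mean plus 3 SD, with each screening campaign given its own cutoff, cut at about 60% in these data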;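 note: 0% = DMSO treated cells and 100% = gossypol at 36 µM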
# COUP-TFII inh – NR2F2 transcriptional activity inhibitors, primary screen, cell-based, luciferase reporter, HEK293T, luminescence; 370,000 compounds, 0.7% hits; AID 686940, 2013; COUP transcription factor 2 (Homo sapiens), P24468; HEK293T NGFI-A luciferase reporter; inhibition, % at 8.6 µM;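 active = inhibition above a per-plate cutoff, mean inhibition of test wells between control levels plus 3 SD, cut at about 38% in these data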;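 note: cells cotransfected with COUP-TFII expression vector driving the NGFI-A reporter; 0% = median of COUP-TF2 test wells and 100% = reporter-only cells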
# Target sequence (P24468 whole entry, looked up): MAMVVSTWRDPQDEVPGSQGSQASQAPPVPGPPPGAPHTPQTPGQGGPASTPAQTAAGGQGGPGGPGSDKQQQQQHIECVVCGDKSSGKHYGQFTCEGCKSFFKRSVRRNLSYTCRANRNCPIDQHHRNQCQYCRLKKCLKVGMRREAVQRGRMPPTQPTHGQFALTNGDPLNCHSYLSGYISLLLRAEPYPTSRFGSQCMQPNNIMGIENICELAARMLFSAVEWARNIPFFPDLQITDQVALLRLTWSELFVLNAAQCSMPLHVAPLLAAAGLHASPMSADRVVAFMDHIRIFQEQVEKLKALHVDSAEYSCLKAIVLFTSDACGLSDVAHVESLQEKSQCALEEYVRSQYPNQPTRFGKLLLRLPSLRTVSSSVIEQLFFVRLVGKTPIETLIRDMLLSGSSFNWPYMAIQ
# TROY NFkB inh – inhibitors of TROY-driven NF-kB signaling, primary screen, Q293 LMP1-TROYcd cells, NF-kB luciferase, uHTS; inhibition, % at 10 µM; AID 1347056, 2019; Q293 LMP1-TROYcd NF-kB luciferase reporter, 4 h; 360,000 compounds, 0.98% hits;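 active = compounds whose plate-normalised and pattern-corrected inhibition of the luciferase reporter signal at the single screening dose is 50% or more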
# LRH-1 inv ag – LRH-1 (NR5A2) inverse agonists, primary screen, cell-based, luminescence, HEK293T, StAR-luciferase reporter; Nuclear receptor subfamily 5 group A member 2 (Homo sapiens), O00482; LRH-1 transfected, 24 h; inhibition, % at 3.6 µM; 360,000 compounds, 0.13% hits; AID 602396, 2012;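 active = inhibition above the mean inhibition of all tested compounds plus 3 SD, cut at about 73% in these data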;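 note: 0% = DMSO wells and 100% = reporter-only cells lacking LRH-1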
# Target sequence (O00482 whole entry, looked up): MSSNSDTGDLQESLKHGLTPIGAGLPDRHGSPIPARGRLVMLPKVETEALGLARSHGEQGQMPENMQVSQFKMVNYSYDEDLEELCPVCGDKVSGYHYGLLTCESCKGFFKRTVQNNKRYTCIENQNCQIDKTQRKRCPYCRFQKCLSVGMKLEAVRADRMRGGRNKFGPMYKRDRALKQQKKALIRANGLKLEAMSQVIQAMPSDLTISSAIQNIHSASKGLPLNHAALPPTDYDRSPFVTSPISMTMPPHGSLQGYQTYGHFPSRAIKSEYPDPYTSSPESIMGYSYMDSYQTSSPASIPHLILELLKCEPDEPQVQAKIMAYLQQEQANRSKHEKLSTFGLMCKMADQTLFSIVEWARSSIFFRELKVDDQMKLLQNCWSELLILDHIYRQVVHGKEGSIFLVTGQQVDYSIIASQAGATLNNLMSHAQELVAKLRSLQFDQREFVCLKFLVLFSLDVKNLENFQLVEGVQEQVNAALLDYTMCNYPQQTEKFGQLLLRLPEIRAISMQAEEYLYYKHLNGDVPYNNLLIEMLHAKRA
# KKLEB cytotox – cytotoxicity in KKLEB CF airway cells, primary screen, cytotoxicity control for CF NF-kB inhibitor project, cell-based, uHTS, fluorescence assay plates | activity change (cytotoxicity), % at 5 µM | 360,000 compounds, 0.36% hits | KKLEB CF airway cells viability, ATPlite luminescence, overnight; active compounds read low; cells stimulated with P. aeruginosa culture filtrate;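 active = corrected activity change at or below -50% at 5 µM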
# EBV LMP1 NFkB – EBV LMP1-driven NF-kappaB luciferase reporter inhibitors, primary screen, cell-based, luminescence, single point; LMP1-induced NF-kappaB luciferase reporter cells; inhibition, % at 12.5 µM; 350,000 compounds, 0.69% hits; AID 504558, 2011; in the data active = inhibition above about 41%;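 note: 0% = neutral control wells and 100% = reference inhibitor control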
# TRAIL sens C8 – viability loss with TRAIL in NB7+C8 cells, primary screen, TRAIL sensitizer project, cell-based, ATPlite luminescence. 360,000 compounds, 1% hits. inhibition (viability loss, TRAIL sensitization), % at 10 µM;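 active = compounds causing at least 50% loss of cell viability in the single-dose screen, relative to plate controls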
# SRC3 inh – SRC3 coactivator transcriptional activity inhibitors, primary screen, cell-based, luminescence; Nuclear receptor coactivator 3 (Homo sapiens), Q9Y6Q9; HEK293 GAL4-SRC3 luciferase reporter; inhibition, % at 3.6 µM; 360,000 compounds, 0.17% hits;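 active = inhibition above a per-campaign cutoff, the mean of all compounds plus 3 SD, cut at about 60% in these data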;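 note: 0% = DMSO-treated cells and 100% = gossypol-treated cells at 36 µM; higher means less SRC3-driven luciferase light from the GAL4 reporter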
# * hit, by the source's call; nt = no result given. A portion of the library (hit frequency here may not be typical).
SMILES,CF NFkB block,Shn3 3UTR inh,TWEAK Fn14 block,NCOA1 inh,COUP-TFII inh,TROY NFkB inh,LRH-1 inv ag,KKLEB cytotox,EBV LMP1 NFkB,TRAIL sens C8,SRC3 inh
CCn1cc(/C=C(\NC(=O)c2ccc(OC)c(OC)c2)C(=O)NCCCN2CCOCC2)c2ccccc21,-11,4,-8,0,-5,14,6,-5,nt,-13,15
CCOCCOc1nc2c(c(=O)n(C)c(=O)n2C)n1Cc1ccc(C)cc1,-34,6,-4,18,-14,-16,22,-5,-2,-11,14
O=C1NC[C@H](Cc2ccc(O)cc2)N(C[C@H]2CCCN2C[C@H](Cc2ccc(O)cc2)N2C[C@H](Cc3ccc(O)cc3)N(CCc3ccccc3)C(=O)C2=O)C1=O,-4,-10,-21,5,-15,-20,-2,0,nt,-14,-10
Cc1[nH]n(-c2ccccc2)c(=O)c1C1(C(F)(F)F)C(=O)N(c2ccccc2)C2=C1C(=O)CC(C)(C)C2 (stereo unspecified),-26,-3,10,7,13,-1,13,-7,-5,-3,-1
Cc1ccc(-c2noc(CN3CCN(C(c4ccccc4)c4ccccc4)CC3)n2)cc1,10,-19,6,-9,14,0,19,-27,-5,-8,-9
COc1ccc(C(=O)/C=C2\NCC3c4ccccc4CCN3C2=O)cc1 (stereo unspecified),-14,-7,21,-3,-3,-6,20,6,-6,-16,14
COc1ccc(C2CC(c3cccs3)=NN2C(=O)CCC(=O)O)cc1 (stereo unspecified),-2,-30,2,12,-4,-1,-20,15,0,0,-27
CCOC(=O)N1C2=NC(C(=O)OC)=C(C(=O)OC)[C@@H]3Nc4ccccc4[C@]23C[C@H]1C(=O)OC,9,-33,-18,5,14,-3,-2,1,0,-14,-9
C[C@@H](CSc1ccc(Br)cc1)CN1CC[C@H](O)CCC1=O,9,13,-19,-25,4,-30,1,-2,-7,2,-23
O=C(NCc1ccc(Cl)cc1Cl)C1CC(=O)N(Cc2ccccc2)C1 (stereo unspecified),11,6,-8,0,-6,-4,-4,-3,-3,-9,4
Cc1cc(C)nc(N2C(=O)CC(C(C)c3ccccc3)C2=O)n1 (stereo unspecified),4,5,2,-4,-6,2,11,-4,-12,-20,9
CC1CN(C(=O)c2ccc(NS(=O)(=O)c3ccc(C(C)(C)C)cc3)cc2)CC(C)O1 (stereo unspecified),-6,26,-7,-15,-24,-28,2,12,10,-5,25
CC[C@H](C)[C@H](NC(=O)OCc1ccccc1)C(=O)OCC(=O)N(C)CC(=O)Nc1ccccc1Cl,-28,13,2,4,15,-10,12,12,4,-14,-37
COc1ccc(C(=O)Nc2cc(C(=O)NCCc3ccccc3)ccc2Cl)cc1,14,-13,-18,-26,-21,-42,-20,2,-6,-10,-43
COCCNC(=O)c1nc2c(nnn2Cc2cc(C)ccc2C)c(=O)[nH]1,-2,-5,-14,-17,16,-7,-1,-1,-1,-4,10
Cc1cc(C)n(CCn2nc(C)cc2C)n1,-20,14,-18,1,-17,10,8,14,-3,-3,2
CCOc1ccc(NC(=S)N2C3CCCC2CC(NC(=O)C2CC2)C3)cc1 (stereo unspecified),-4,9,-9,-13,0,-19,-14,3,2,-7,-8
O=C(NCCO)c1ccc(Cl)c(Cl)c1,-6,-9,2,2,11,9,-3,12,-5,2,-8
COc1ccc([N+](=O)[O-])cc1NC(=O)C(C)NNC(=O)c1cccc([N+](=O)[O-])c1 (stereo unspecified),-1,13,0,-3,14,-3,6,-16,6,-13,19
COc1ccc(Cl)cc1C(=O)NNC(=O)CCNS(=O)(=O)c1ccccc1,10,-19,-3,3,21,-2,13,-10,1,0,-1
CCOC(=O)c1c(-c2ccncc2)csc1N,-14,8,2,5,-10,2,-13,6,10,4,0
CC1(C)Cc2c(C#N)c(SCC(=O)c3ccccc3)nc(N3CCOCC3)c2CS1,6,-1,6,0,-8,-5,-4,-12,-2,11,-4
O=C(CN1C(=O)NC(Cc2c[nH]c3ccccc23)C1=O)Nc1ccccc1C(F)(F)F (stereo unspecified),-21,0,30,9,9,3,-12,-9,-3,10,-11
O=S(=O)(Cc1ccccc1)NCCc1ccc(F)cc1,5,22,-9,-4,-8,6,-3,-6,-1,8,2
O=c1cc(C(F)(F)F)nc(SCc2cccnc2)[nH]1,10,7,9,-6,nt,-1,5,3,-5,-15,-19
Cc1ccc(N2CC(C(=O)N3CCC4(CC3)CC(=O)c3ccccc3O4)CC2=O)cc1C (stereo unspecified),0,8,8,2,21,9,-3,0,10,3,16
Cc1ccccc1NC(=O)/C(C#N)=C\c1cccnc1,13,0,10,6,10,1,9,-5,7,-3,8
CCNC(=S)NNC(=O)c1nn(C)c(C)c1Cl,8,-3,0,-8,-13,-34,-24,4,3,1,-44
O=C(Cn1c(=O)oc2ccccc21)Nc1cccc(Cl)c1,22,9,4,13,4,-5,10,-15,5,5,-2
O=C1C(C2=NC(c3ccccn3)C3C(=O)N(c4ccc(Cl)cc4Cl)C(=O)C23)=C(O)c2ccccc21 (stereo unspecified),53*,13,1,10,22,25,-3,-39,-10,36,20
COc1ccc(C(=O)N2CCN(S(=O)(=O)c3ccccc3)CC2)c(OC)c1,10,0,-10,-12,-5,-4,13,3,-1,-3,-1
Cc1onc(-c2c(Cl)cccc2Cl)c1C(=O)Nc1ccc(N2CCOCC2)cc1,19,-64,1,7,-12,-4,3,-4,-3,10,14
O=C(NCC1CCCO1)c1ccc(-c2ccccc2Cl)o1 (stereo unspecified),12,-128,-15,-74,-49,-61,-105,-11,-35,18,-62
Cc1ccc(C)c(NC(=O)CN(C)C(=O)c2ccc(S(=O)(=O)N3CCCCCC3)cc2)c1,-6,-9,-7,1,13,0,-18,-8,-9,1,12
CC(C)(C)S(=O)(=O)/C(C#N)=C/c1cccn1S(=O)(=O)c1ccccc1,-20,-9,-11,2,-1,4,-19,12,nt,-2,-43
COc1cnc(NS(=O)(=O)c2ccc(N)cc2)nc1,13,-4,-17,-1,2,6,-9,1,-5,-10,5
COc1ccc(CNCCCSc2ncccn2)c(OC)c1,2,4,22,0,-10,2,8,-5,-9,-5,-4
CC(Sc1ccc(S(=O)(=O)N(C)C)cn1)C(=O)NC1CCCC1 (stereo unspecified),8,-15,-7,2,-2,-30,30,13,-5,-5,24
COc1ccc(CCNC(=O)COC(=O)c2ncc(Cl)c(Cl)c2Cl)cc1OC,-5,13,-11,-1,2,15,28,6,-1,-7,-9
COc1ccccc1NC(=O)CSc1nnnn1-c1ccccc1OC,8,19,-5,-3,17,15,2,-9,3,7,6

# 11 entries out of the list, arranged by number of heavy atoms, smallest number first:
SMILES,CF NFkB block,Shn3 3UTR inh,TWEAK Fn14 block,NCOA1 inh,COUP-TFII inh,TROY NFkB inh,LRH-1 inv ag,KKLEB cytotox,EBV LMP1 NFkB,TRAIL sens C8,SRC3 inh
CCNC(=S)NNC(=O)c1nn(C)c(C)c1Cl,8,-3,0,-8,-13,-34,-24,4,3,1,-44
COc1cnc(NS(=O)(=O)c2ccc(N)cc2)nc1,13,-4,-17,-1,2,6,-9,1,-5,-10,5
Cc1ccccc1NC(=O)/C(C#N)=C\c1cccnc1,13,0,10,6,10,1,9,-5,7,-3,8
O=C(NCC1CCCO1)c1ccc(-c2ccccc2Cl)o1 (stereo unspecified),12,-128,-15,-74,-49,-61,-105,-11,-35,18,-62
COc1ccc(CNCCCSc2ncccn2)c(OC)c1,2,4,22,0,-10,2,8,-5,-9,-5,-4
COc1ccccc1NC(=O)CSc1nnnn1-c1ccccc1OC,8,19,-5,-3,17,15,2,-9,3,7,6
COc1ccc(C(=O)N2CCN(S(=O)(=O)c3ccccc3)CC2)c(OC)c1,10,0,-10,-12,-5,-4,13,3,-1,-3,-1
COc1ccc(CCNC(=O)COC(=O)c2ncc(Cl)c(Cl)c2Cl)cc1OC,-5,13,-11,-1,2,15,28,6,-1,-7,-9
Cc1onc(-c2c(Cl)cccc2Cl)c1C(=O)Nc1ccc(N2CCOCC2)cc1,19,-64,1,7,-12,-4,3,-4,-3,10,14
Cc1ccc(N2CC(C(=O)N3CCC4(CC3)CC(=O)c3ccccc3O4)CC2=O)cc1C (stereo unspecified),0,8,8,2,21,9,-3,0,10,3,16
O=C1C(C2=NC(c3ccccn3)C3C(=O)N(c4ccc(Cl)cc4Cl)C(=O)C23)=C(O)c2ccccc21 (stereo unspecified),53*,13,1,10,22,25,-3,-39,-10,36,20

# More entries.
SMILES,CF NFkB block,Shn3 3UTR inh,TWEAK Fn14 block,NCOA1 inh,COUP-TFII inh,TROY NFkB inh,LRH-1 inv ag,KKLEB cytotox,EBV LMP1 NFkB,TRAIL sens C8,SRC3 inh
COc1cccc(CNc2ncc(-c3ccccc3)n2C)c1,14,12,12,-4,0,15,-4,-3,-4,3,-18
CCN(CC)S(=O)(=O)c1ccc(C(C)NC(=O)C2CCCN2C(=O)c2cccs2)cc1 (stereo unspecified),30,8,-14,-16,-11,-10,-2,-12,-2,-13,7
CS(=O)(=O)N1CCC(NC(=O)Nc2ccc(OC(F)(F)F)cc2)CC1,3,-8,-5,-4,-4,-5,14,-6,-1,2,-14
CCN(CC)C(=O)c1ccccc1NC(=O)CN1C(=O)c2ccccc2S1(=O)=O,-2,6,0,3,-4,7,-11,0,1,-11,-29
CCOC(=O)c1c(C)n(C)c2ccc(OC)c(NC(=O)CN3CCC4(CC3)OCCO4)c12,-2,15,-27,-28,-16,13,2,-3,8,2,7
COc1ccc(-c2cc(C(=O)O)c3sc(N4CCCCC4)nc3n2)cc1OC,-13,9,-24,3,9,13,0,-6,7,-4,-6
O=C(NCC(c1ccco1)N1CCCC1)c1ccc(Cl)c(S(=O)(=O)N2CCc3ccccc32)c1 (stereo unspecified),-30,78,26,21,66*,33,16,9,14,33,30
Cc1cc(C)n2ncc(C(=O)Nc3cccc(O)c3)c2n1,-12,7,-19,-37,-10,-22,-3,-5,5,2,-7
CC(C(=O)Nc1nc(-c2ccc(F)c(F)c2)cs1)N1C(=O)C2CC=CCC2C1=O (stereo unspecified),-18,-10,27,-8,11,24,-7,8,-7,7,-1
CCCCc1nnc(NC(=O)c2ccc3[nH]c(=O)c(=O)[nH]c3c2)s1,1,7,-6,-2,-7,-8,-27,5,3,2,14
